AHR activator: AHR activators, primary screen, cell-based, luminescence, luciferase reporter, human; AHR-responsive luciferase reporter cells; activation, % at 5 µM; actives 2.5% (n = 320,000); in the data active = activation above about 47%;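 also: 0% = vehicle wells and 100% = reference agonist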
Target sequence (P35869 whole entry, looked up): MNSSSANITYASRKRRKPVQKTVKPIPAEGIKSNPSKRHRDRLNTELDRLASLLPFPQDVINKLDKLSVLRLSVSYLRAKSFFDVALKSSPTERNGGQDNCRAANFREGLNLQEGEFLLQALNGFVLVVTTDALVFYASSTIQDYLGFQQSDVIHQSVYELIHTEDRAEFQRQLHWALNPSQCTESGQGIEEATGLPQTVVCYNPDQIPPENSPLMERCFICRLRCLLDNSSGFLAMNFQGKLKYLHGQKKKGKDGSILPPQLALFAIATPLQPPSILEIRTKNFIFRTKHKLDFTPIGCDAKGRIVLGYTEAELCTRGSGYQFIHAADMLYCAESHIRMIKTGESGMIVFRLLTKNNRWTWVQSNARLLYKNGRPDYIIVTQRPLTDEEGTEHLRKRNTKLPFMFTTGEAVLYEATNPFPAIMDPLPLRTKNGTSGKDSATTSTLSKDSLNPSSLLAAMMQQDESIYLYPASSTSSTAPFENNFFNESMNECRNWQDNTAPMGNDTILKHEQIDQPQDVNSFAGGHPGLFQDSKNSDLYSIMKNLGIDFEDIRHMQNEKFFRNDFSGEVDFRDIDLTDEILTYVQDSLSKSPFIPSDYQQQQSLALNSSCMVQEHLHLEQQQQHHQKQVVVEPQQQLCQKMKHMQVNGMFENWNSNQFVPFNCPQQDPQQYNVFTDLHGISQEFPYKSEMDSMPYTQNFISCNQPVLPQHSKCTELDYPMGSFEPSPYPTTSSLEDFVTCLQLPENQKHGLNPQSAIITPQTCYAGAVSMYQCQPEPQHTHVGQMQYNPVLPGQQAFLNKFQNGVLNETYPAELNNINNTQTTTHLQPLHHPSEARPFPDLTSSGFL
AGP1 TOR yeast: modulators of AGP1-GFP expression in yeast TOR pathway, primary screen, cell-based, multiplex flow cytometry, S. cerevisiae, MLPCN library; 3 h; GFP as percent of DMSO wells; actives 0.02% (n = 320,000); GFP response vs DMSO, % at 10 µM;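 active = GFP response relative to DMSO above a set limit, near screen average plus 3 SD, cut at about 150% in these data; inconclusive = fewer than 70 cells counted for the yeast strain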;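 also: median GFP channel fluorescence of the gated AGP1 strain per well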
Efflux pump mplx: inhibitors of Candida efflux pumps in yeast, primary screen, S. cerevisiae, Nile Red, multiplex | actives 0.44% (n = 330,000) | inhibition, % at 10 µM | AID 485275, 2010 | S. cerevisiae Candida pump triplex;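 active = plate passing quality check with inhibition over a set limit, or well fluorescence over plate mean plus 4 SD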;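 also: Nile Red retained in pooled yeast measured as flow cytometry median fluorescence; 0% = buffer negative control and 100% = Enniatin B positive control; higher means more Nile Red kept so more efflux inhibition; some compounds called inactive have numbers as strong as hits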
MEP2-GFP yeast: modulators of MEP2-GFP levels in yeast, primary screen, S. cerevisiae, multiplex flow cytometry, MLPCN library; S. cerevisiae MEP2-GFP strain, 3 h; 100% = DMSO control level; GFP response vs DMSO, % at 10 µM; actives 0.51% (n = 330,000); AID 2016, 2009;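 active = GFP response versus DMSO above a set limit, roughly screen mean plus 3 SD, cut at about 180% in these data; inconclusive = fewer than 70 cells counted for a yeast strain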;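 also: median GFP fluorescence of the barcode-gated MEP2-GFP cells per well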
CR mimetic SO: reduction of superoxide in aged yeast, primary screen, HTS; actives 0.18% (n = 330,000); S. cerevisiae aged cells, superoxide DHE fluorescence; stronger effect = lower value; AID 2690, 2010; superoxide response (% of plate mean), % at 10 µM;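 active = superoxide response under a set limit, about three screen SD below normal, cut at about 65% in these data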;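 also: yeast aged for seven days with compound at 30 °C before DHE staining; 100% = average MFI of all compound-treated wells on the plate with controls excluded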
LAP4 TOR yeast: modulators of LAP4-GFP expression in yeast, primary screen, S. cerevisiae, multiplex flow cytometry, MLPCN library; 3 h; median GFP as percent of DMSO wells; GFP response vs DMSO, % at 10 µM; actives 0.34% (n = 320,000);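 active = GFP response vs DMSO above a set limit, about the screen mean plus 3 SD, cut at about 150% in these data; inconclusive = under 70 cell events counted for the yeast strain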
RPL19A TOR yeast: RPL19A-GFP expression modulators in yeast, primary screen, cell-based, S. cerevisiae, multiplex flow cytometry, MLPCN | S. cerevisiae RPL19A-GFP strain, 3 h; stronger effect = lower value | percent response vs DMSO, % at 10 µM | actives 0.3% (n = 330,000) | AID 2025, 2009;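 active = percent response vs DMSO below 50%; inconclusive = fewer than 70 events counted for the yeast strain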;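 also: median channel GFP fluorescence of the barcoded RPL19A-GFP strain; ratio of sample median GFP to plate DMSO average so 100% = DMSO; lower means less RPL19A-GFP as with rapamycin TOR inhibition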
CIT2-GFP yeast: modulators of CIT2-GFP expression in yeast, primary screen, S. cerevisiae, GFP fusion, multiplex flow cytometry, MLPCN library | S. cerevisiae CIT2-GFP strain, 3 h; 100 means same as DMSO wells | GFP response vs DMSO, % at 10 µM | actives 0.065% (n = 320,000);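 active = GFP response relative to DMSO above a set limit, near the screen mean plus 3 SD, cut at about 150% in these data; inconclusive = Fewer than 70 cells measured for a yeast strain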;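 also: ratio of well median GFP fluorescence to mean of DMSO wells on the plate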
Starred values were filed as active, the others as inactive; ? = inconclusive; . = no result given; [ ] = remark or other dose. Rows were taken by chance. About 3.9% of those tested had a hit in this group.

Compound	AHR activator	AGP1 TOR yeast	Efflux pump mplx	MEP2-GFP yeast	CR mimetic SO	LAP4 TOR yeast	RPL19A TOR yeast	CIT2-GFP yeast
O=C(Nc1cccc(F)c1)Nc1ccc(Cl)cn1	16	95	0.0	99	104	95	96	100
CCN(CC)CCNC(=O)CS(=O)Cc1nc(-c2ccc(C)cc2)oc1C (stereo not drawn)	4	102	0.3	91	97	92	98	97
Cc1ccc(NC(=O)NC2CCCN2S(=O)(=O)c2ccc(Cl)cc2)cc1 (stereo not drawn)	5	90	0.9	95	100	96	101	89
CCOc1ccc(OCC)c(NC(=O)CSc2nnc(C3CC3)n2CC)c1	26	102	0.1	117	98	106	102	114
CCN1CCN(C(CNS(=O)(=O)c2cccs2)c2cccnc2)CC1 (stereo not drawn)	0	107	0.0	96	99	111	97	100
O=C(C[n+]1ccccc1)c1ccc(-c2ccccc2)cc1	4	107	-0.1	112	87	125	103	106
Cc1cc(OCC(=O)N2CCC(C(N)=O)CC2)c2c(C)cc(=O)oc2c1	1	101	-0.1	100	104	95	97	105
O=C(NC(=S)Nc1cc([N+](=O)[O-])ccc1O)c1cccnc1	5	105	-0.1	100	101	99	109	96
CC(=N/O)/C(=N\O)c1ccc(C)o1	1	102	-0.2	99	97	96	101	103
CNC(=O)c1cc2ccc(OC)cc2oc1=O	-4	102	0.0	101	107	100	100	97
CCn1ncc(/C=C/C(=O)c2ccccc2)c1C	2	91	11*	101	99	103	95	100
O=C(CN1C(=O)/C(=C\c2ccccc2Br)Oc2ccccc21)NCCCN1CCOCC1	3	102	0.0	104	126	103	102	103
CCOc1ccc2nc(NC(=O)C3CCCN(S(=O)(=O)c4cccs4)C3)sc2c1 (stereo not drawn)	18	118	0.1	111	92	107	107	113
COc1cccc(NC(=O)CN(C)C(=O)C2CCN(C(=O)c3ccccc3C)CC2)c1	-1	97	0.2	99	135	96	94	90
COc1ccc(C2C(C#N)=C(N)Oc3c2oc(CO)cc3=O)c(OC)c1OC (stereo not drawn)	1	96	0.0	85	95	92	99	89
CCOC(=O)C1CCCN(S(=O)(=O)c2ccc(Br)c(OC)c2)C1 (stereo not drawn)	0	90	-0.2	103	94	95	90	96
CC(C)Nc1nnc(SCC(=O)Nc2sccc2C#N)s1	36	106	-0.1	116	97	107	111	100
Cc1ccc(OCCOCCN2CCN(C)CC2)c([N+](=O)[O-])c1	4	112	-0.1	105	103	103	111	114
COc1ccc(OC)c(/C=C2\N=C(c3ccccc3)OC2=O)c1	4	98	-0.1	110	106	92	105	100
CCCCOc1ccc(/C=C/C(=O)OCC(=O)c2c(N)n(C)c(=O)n(C)c2=O)cc1OCC	7	106	-0.1	99	115	100	98	105
NS(=O)(=O)c1cc(C(=O)OCC(=O)N2CCc3ccccc3C2)ccc1Cl	0	96	0.0	97	91	103	99	87
CN(C)c1ccnc2sc(C(=O)NCc3ccccc3)c(N)c12	-5	107	0.1	102	114	123	96	86
CCN(CC)S(=O)(=O)c1cc(C(=O)Nc2ccccn2)ccc1C	5	84	0.3	94	112	95	87	82
O=C(O)C1CCCCC1C(=O)Nc1cccc2ccccc12 (stereo not drawn)	13	20[may fluoresce violet]	0.2	134[may fluoresce violet]	103	98[may fluoresce violet]	80[may fluoresce violet]	?
CC(=O)Nc1ccc(S(=O)(=O)CCC(=O)O)cc1	4	109	-0.1	104	98	97	103	104
Cc1cc(Cl)c(S(=O)(=O)NCc2cccnc2)cc1OCC(N)=O	8	96	-0.1	80	82	97	91	111
C=CCn1c(SCC(=O)N2CC(C)OC(C)C2)nnc1-c1ccncc1 (stereo not drawn)	0	98	0.0	99	127	92	99	90
COc1cccc(OC)c1C(=O)Nc1ccc2c(c1)Cc1ccccc1-2	75*	102	0.2	99	86	99	95	98
CCOc1cc2[nH]c(=S)n(CCCCC(=O)NCc3ccco3)c(=O)c2cc1OCC	5	100	0.1	99	104	100	101	105
CCOC(=O)CSc1nc(NCc2ccco2)c2ccccc2n1	-1	107	0.1	103	78	101	.	106
COCC(=O)N(C)c1nnc(-c2cnc(C)cn2)s1	2	102	-0.1	105	102	94	99	95
CCCNS(=O)(=O)c1ccc(OCC(=O)NCCCOC)cc1	-1	106	0.0	100	100	101	102	103
CCc1noc(C)c1C(=O)Nc1nc2c(F)cc(F)cc2s1	61*	84	0.2	95	89	163*	86	66
CN(c1ccccc1)c1ccc(/C=c2\s/c(=C(/C#N)C(=O)C(C)(C)C)n(Cc3ccco3)c2=O)cc1	1	131	7.3*	343*	102	377*	144	352*
CCn1ncc(NC(=S)Nc2ccc(OC)c(OC)c2)c1C(N)=O	6	85	-0.1	66	90	109	95	96
FC(F)(F)Oc1ccc(Nc2nc3ccccc3o2)cc1	9	92	0.0	93	99	.	97	91
COC(=O)c1ccc2c(CCO)c[nH]c2c1	1	98	-0.1	102	101	104	98	95
O=C(O)CCN1C(=O)/C(=C/c2ccc(-c3nc4ccccc4s3)o2)SC1=S	8	85	1.9*	93	113	88	89	88
CCOc1ccc(CN2CCN(C3CCSCC3)CC2CCO)cc1 (stereo not drawn)	3	107	-0.2	103	94	106	97	99
CCc1ccc(CNC(=O)CCCn2nc(C)n3ccnc3c2=O)cc1	1	105	0.0	101	89	97	107	109
Cc1cccc(Nc2ncnc3onc(-c4cccc(Cl)c4)c23)c1	15	88	-0.1	89	98	94	107	84
O=C(Nc1cccc(C(F)(F)F)c1)C(Sc1n[nH]c(=O)[nH]c1=O)c1ccccc1 (stereo not drawn)	-2	118	0.0	115	103	125	109	110
COc1cc(OC)c(C2=NOC(C(=O)NCCc3ccccc3)C2)cc1Cl (stereo not drawn)	-5	.	0.2	104	90	105	103	106
O=C(c1cc(-c2ccc(Cl)s2)nc2ccccc12)N1CCCC1	9	100	-6.5	100	99	81	104	104
Cc1ccc2nc(-c3ccncc3)cc(C(=O)N3CCOCC3)c2c1	8	100	0.1	100	132	100	102	101
Nc1nnnn1/N=C/c1cc(Cl)ccc1O	7	100	0.0	94	98	93	98	95
COC(=O)c1cccc(-n2c(CCC(=O)O)ccc2-c2cccs2)c1	4	99	-0.1	95	90	157*	95	84
Cn1c(=O)c([N+](=O)[O-])c(NCc2ccccc2Cl)c2ccccc21	45	102	0.3	108	109	111	101	102
Cc1ccsc1/C=N/Nc1nc(=O)[nH]nc1C	3	99	0.0	100	103	101	95	96
CN(C)CCCNc1oc(-c2ccccc2)nc1C#N	1	88	-0.1	110	116	88	98	103
CCOC(=O)CC(=O)CSc1nc2ccc(C)cc2cc1C#N	9	82	0.0	97	110	98	94	.
Cc1cccc(OCCC(=O)Nc2cc(S(=O)(=O)N3CCCCC3)ccc2N2CCOCC2)c1	6	98	0.0	98	108	102	97	92
O=[N+]([O-])c1ccc(Sc2ncccn2)c([N+](=O)[O-])c1	0	103	-0.1	101	103	110	100	106
Cc1oc(-c2ccc(Cl)cc2)nc1CN1CCCC(C(=O)NCCCN2CCCC2=O)C1 (stereo not drawn)	2	104	0.2	102	95	102	100	98
O=C(COc1nncc2ccccc12)Nc1ccc(Br)cc1F	10	102	-0.1	100	107	103	98	95
CCOC(=O)c1cccc(NC(=O)Cn2nc(C)n3cccc3c2=O)c1	1	105	-0.2	95	78	102	103	113

Later entries.
Compound	AHR activator	AGP1 TOR yeast	Efflux pump mplx	MEP2-GFP yeast	CR mimetic SO	LAP4 TOR yeast	RPL19A TOR yeast	CIT2-GFP yeast
CN(C)S(=O)(=O)c1cccc(COC(=O)c2ccc(Cl)cc2O)c1	-1	103	-0.1	98	110	103	99	89
COc1ccc(N2CCN(C(=O)C(Cc3ccccc3)n3cccc3)CC2)cc1 (stereo not drawn)	2	101	0.1	100	85	109	97	89
CN(CCNC(=O)c1ccc(CS(=O)(=O)c2c(Cl)cccc2Cl)o1)CCc1ccccc1	2	99	0.0	97	119	95	98	98
COc1cc(C(=O)Nc2nc3ccc(S(=O)(=O)N4CCOCC4)cc3s2)cc(OC)c1OC	0	107	0.0	101	104	109	99	.
COc1ccc(C)cc1S(=O)(=O)N1CCC2(CC1)OCCN2S(=O)(=O)c1ccccc1	-2	105	-0.1	94	95	107	98	100
COc1cc(NC(=O)c2sc(C)nc2C)c(OC)cc1NC(=O)c1ccccc1	3	92	0.1	116	94	115	107	93
CCOc1ccc(S(=O)(=O)N2CCC(C(=O)N3CCCCCC3)CC2)cc1C	3	101	-1.8	97	100	101	97	101
CN(C)NC(=O)c1ccc([N+](=O)[O-])s1	0	102	0.1	103	128	109	98	101
COc1ccccc1OCc1nc(C#N)c(NCCCn2ccnc2)o1	42	99	0.0	103	95	104	112	117
N#Cc1c(-c2ccccc2)cc2nc3ccccc3n2c1N	85*	96	0.0	104	94	107	105	102
Nc1[nH]n(-c2ccccc2)c(=O)c1N=Nc1ccc2ncsc2c1	56*	98	0.0	97	114	106	91	81
Cn1ncc2c(O/N=C(\N)c3ccc(C(F)(F)F)cc3)ncnc21	37	60	-0.3	92	110	145	91	127
Cn1nc(OCC(=O)O)cc1C(F)(F)F	-1	103	-0.2	107	93	117	109	109
COc1ccc(C(C)=O)cc1COC(=O)c1ccc(OCc2c(C)noc2C)cc1	-4	120	0.1	122	114	100	107	109
COc1ccc(CCNC(=O)c2cc(=O)c3cc(C)ccc3o2)cc1	2	92	0.1	100	93	94	93	100
Clc1ccc2c(NCc3cccs3)ncnc2c1	22	100	0.1	108	95	95	103	103
O=[N+]([O-])c1ccc(S(=O)(=O)NCC(c2cccnc2)N2CCc3ccccc3C2)cc1 (stereo not drawn)	0	89	0.0	100	98	104	84	93
CS(=O)(=O)Nc1ccc2c(c1)ncn2CCc1ccccc1	3	93	0.1	87	99	.	80	81
Cc1cc(NC(=O)CSc2nnc(C3COc4ccccc4O3)n2N)no1 (stereo not drawn)	1	102	-0.2	93	92	90	96	98
CCN(CC)C1CC(=O)N(c2cccc(C)c2)C1=O (stereo not drawn)	0	102	-0.3	100	94	122	102	100
Cn1cccc1C(=O)C(=O)Nc1ccccc1C(F)(F)F	0	91	0.3	96	123	80	104	87
COC(=O)CSc1nnc(-c2cccs2)n1-c1ccc(Cl)cc1	5	101	-0.1	97	94	98	97	103
COc1ccc(-c2cc(C(F)F)n3ncc(C(=O)Nc4cnn(Cc5ccccc5)c4)c3n2)cc1	-1	95	0.2	102	125	101	98	90
O=c1c2ccccc2nc2c3ccccc3cnn12	16	98	-0.2	99	160	89	96	108
OCC1(CCc2ccccc2)CCN(Cc2cnc(N3CCCC3)s2)CC1	1	103	0.3	98	107	103	97	95
C=CCN1C(=O)/C(=C/C(=O)OC)S/C1=N\NC(=O)c1ccccc1	1	98	0.0	93	90	107	96	91
